# Screening results as filed in PubChem.
# mcGAS MS inh – inhibitors of Mus musculus cyclic GMP-AMP synthase, initial high-throughput assay, cell-free, RapidFire MS; inhibition, % at 12.5 µM; Q8C6L5; recombinant mouse cGAS, cGAMP by RapidFire MS; 130,000 compounds, 0.18% hits;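 active = inhibition of cGAS enzyme activity at or above 60%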;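 note: enzyme stimulated by 45 bp dsDNA with ATP and GTP substrates; cGAMP share of summed cGAMP plus half ATP and half GTP signals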
# Target sequence (Q8C6L5 whole entry, looked up): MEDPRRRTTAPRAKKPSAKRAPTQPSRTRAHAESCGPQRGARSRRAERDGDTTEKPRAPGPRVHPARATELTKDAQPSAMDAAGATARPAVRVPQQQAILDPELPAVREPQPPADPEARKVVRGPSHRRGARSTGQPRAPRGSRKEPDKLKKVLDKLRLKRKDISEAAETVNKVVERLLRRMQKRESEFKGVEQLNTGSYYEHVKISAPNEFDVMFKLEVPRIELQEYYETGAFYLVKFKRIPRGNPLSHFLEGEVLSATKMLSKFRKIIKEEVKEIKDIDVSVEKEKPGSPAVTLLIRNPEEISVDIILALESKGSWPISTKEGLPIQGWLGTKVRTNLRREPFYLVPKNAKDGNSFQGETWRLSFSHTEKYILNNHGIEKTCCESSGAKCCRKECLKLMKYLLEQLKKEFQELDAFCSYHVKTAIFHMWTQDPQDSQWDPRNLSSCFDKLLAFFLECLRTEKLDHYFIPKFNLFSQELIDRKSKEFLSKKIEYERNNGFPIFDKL
# An asterisk follows results filed as active; & = joins results of further samples. A portion of the library. The share of hits here may be higher or lower than overall.
SMILES,mcGAS MS inh
C[C@]1(O)CCC2C3CC[C@H]4CC(=O)C(=CO)C[C@]4(C)C3CC[C@@]21C (stereo partly specified),11.8
O=S(=O)(CC(F)(F)F)N1CCC2(CCNCC2)C1,-6.5
Cc1cc(C)c2nc(N3CCNCC3)sc2c1,-3.8
CCCCOC(=O)c1ccccc1C(=O)OCCCC,-4.1
CCCCc1ccc(C(=O)O)nc1,7.6
CCOC(=O)[C@]12C[C@@H](Oc3ccccc3)[C@@]1(c1ccccc1)NC(=O)C2=O,-9.6
Cc1ccc(Cn2cccc(C(=O)Nc3nc(C)cs3)c2=O)cc1,-5.7
O=C1NCCN2CCN(C(=O)c3cnn4ccccc34)CC12 (stereo unspecified),-4.7
COc1cc(N)c(Cl)cc1C(=O)NC1CN2CCC1CC2 (stereo unspecified),-1.6
C#CCCN1CCN(C(=O)Cc2cc(C)[nH]n2)CC1,1.6

# Looked up above:
# `COc1cc(N)c(Cl)cc1C(=O)NC1CN2CCC1CC2` (stereo unspecified) in mcGAS MS inh reads -1.6
# `Cc1ccc(Cn2cccc(C(=O)Nc3nc(C)cs3)c2=O)cc1` in mcGAS MS inh reads -5.7
# `CCCCc1ccc(C(=O)O)nc1` in mcGAS MS inh reads 7.6

# The listing continues:
SMILES,mcGAS MS inh
Cc1[nH]c2ccccc2c1C1=CCN(CCS(C)(=O)=O)CC1,-0.4
S=P(Oc1ccccc1)(c1ccccc1)N1CCOCC1 (stereo unspecified),-2.0
Cc1ccc(N=C(N(C)C)P(=O)(N(C)C)N(C)C)cc1,-20.6
CN1CCc2c(C#N)c(N)n(C)c(=S)c2C1,-1.3
CC1C[C@H]2CC(=O)[C@H]3CCCN4CCC[C@H]2[C@]34C1 (stereo partly specified),-8.3
CC(C)(c1ccccc1)C1CCCN1 (stereo unspecified),0.1
Cc1cc(C=C2C(=O)NC(=S)NC2=O)c(C)n1C1CCCC1,-1.1
CN1C(=C2C=NN(C)P2(=S)N2CCCC2)C(C)(C)c2ccccc21 (stereo unspecified),-16.6
O=C(O)CN1C2=[N+](CCS2)CC1c1ccccc1 (stereo unspecified),15.2
CSc1nc(NC(C)C)c2cnn(CCN)c2n1,-7.2
CN1c2ccccc2C(NCCCCCCC(=O)O)c2ccc(Cl)cc2S1(=O)=O (stereo unspecified),-7.3
CC(Cc1ccc(Cl)cc1Cl)NC(=O)N(C)C1CCOCC1 (stereo unspecified),-3.2
C=CCN1CC[C@]23c4c5ccc(O)c4OC2C(=O)CC[C@@]3(O)[C@H]1C5 (stereo partly specified),-1.5&1.7
c1ccc([C@@H]2CN(Cc3cccc4ncccc34)[C@@H]3C4CCN(CC4)[C@@H]32)cc1,-0.5
COc1ccccc1CNC(=O)CN1[C@@H]2CC[C@H]1CC(O)C2 (stereo partly specified),-23.9
O=C(CN1CCCC1=O)NC(C1CC1)C1CC1,-48.4
CCCCOC1CC(NC)C1(C)C (stereo unspecified),-1.9
N#Cc1cc2c(nc1SCc1ccccc1Br)C1CCN2CC1,6.5
CC(C)=CCCC1(C)C=Cc2c(O)c3c(c(CC=C(C)C)c2O1)OC12C(=CC4CC1C(C)(C)OC2(C/C=C(/C)C(=O)O)C4O)C3=O (stereo unspecified),-4.8
CCN(CC)P1(=S)c2c(c3ccccc3n2C)C=NN1c1ccccc1 (stereo unspecified),-5.4
CSc1ccc(C(=O)C2CCCN(CCC(=O)O)C2)cc1 (stereo unspecified),1.2
O=C(Cc1cccc(O)c1)N1C[C@@H](c2ccccc2)[C@@H]2[C@H]1C1CCN2CC1,-10.2
CCOC(=O)C1C(C(=O)OCC)C12C=Cc1ccccc12 (stereo unspecified),-11.0
Cc1cccc2c(CCNC(C)Cn3cncn3)c[nH]c12 (stereo unspecified),-7.8
COc1ccc(CC2c3cc(OC)c(OC)cc3CCN2C)cc1OC (stereo unspecified),-5.3
COCCN1CCCC2(CCN(c3ncccn3)C2)C1 (stereo unspecified),-24.7
CC(C)[C@@]1(NC(=O)[C@@H]2C[C@@H]3c4cccc5[nH]cc(c45)C[C@H]3N(C)C2)O[C@@]2(O)[C@@H]3CCCN3C(=O)[C@H](Cc3ccccc3)N2C1=O,-4.0
O=C(Nc1cccc([N+](=O)[O-])c1)c1cccn(Cc2cccc(C(F)(F)F)c2)c1=O,-7.0
COC1(C[S@@](=O)c2ccccc2)CCN(CCc2c[nH]c3ccc(F)cc23)CC1,-24.4
CCOC(=O)C(C)NC(=O)C(C(C)C)N1CCCC1=O (stereo unspecified),6.2
Cc1nc(N2CCN3CCCC3C2)nc2cc3c(cc12)CCC3 (stereo unspecified),9.5
CCOP(=O)(OCC)C(=C(Cl)Cl)C(C(=O)OC)C(=O)OC,-8.4
CN1CCN(C)C2(CCN(c3cc(NCCO)ncn3)CC2)C1,-36.1
Cn1nnc(Nc2nnn(C)n2)n1,-11.4
COc1ccc([C@@H]2CN(c3noc(C)n3)[C@@H]3C4CCN(CC4)[C@@H]32)cc1,-16.1
Cc1cc(NC2CN3CCC2CC3)ccc1-n1cnnn1 (stereo unspecified),-6.0&-1.9
Cc1ccc2nc(CN3C[C@@H]4C[C@@H](C3)c3cccc(=O)n3C4)nc(N3CCSCC3)c2c1,-11.7
O=C(CC1=CCCCC1)N1[C@H]2CCNC[C@@H]1CC2,-12.1
Cc1cc(NS(=O)(=O)c2ccc(C#N)c(C(F)(F)F)c2)ccn1,-12.4
CN(Cc1ccccc1)C1CCCN(C(=O)Cc2ccsc2)C1 (stereo unspecified),-9.2
CNC(C)c1nc2ccccc2c(=O)n1-c1ccc(Cl)cc1C (stereo unspecified),-4.6
COc1c[nH]c(CN2C[C@H]3C[C@H](C2)[C@@H]2CCCC(=O)N2C3)cc1=O,-4.6
COc1ccc(S(=O)(=O)NC2CN3CCC2CC3)cc1Br (stereo unspecified),-3.7
CC(C)(C)P(c1ccccc1)c1ccncc1 (stereo unspecified),-4.1
O=C(O)c1[nH]ncc1CN1CCCC(C(=O)c2cccs2)C1 (stereo unspecified),-6.7
OC1(c2ccc(F)cc2)C[N+]2=C(SCCC2)N1Cc1ccccc1 (stereo unspecified),-6.9
O=C(c1ccccc1)[C@H]1N[C@@H]1c1ccc(Br)cc1,-4.4
CNP(=O)(Oc1ccccc1)OC12CC3CC(CC(C3)C1)C2 (stereo unspecified),4.7
CS(=O)(=O)c1ccc(-c2cccc3c2CCNC3)cc1,-9.0
Cc1nn(C)c(C)c1CC(=O)NC(C)Cc1cccc(Cl)c1 (stereo unspecified),-8.4

# A draw from above in order of count of non-hydrogen atoms, low to high:
SMILES,mcGAS MS inh
Cc1nn(C)c(C)c1CC(=O)NC(C)Cc1cccc(Cl)c1 (stereo unspecified),-8.4
CNC(C)c1nc2ccccc2c(=O)n1-c1ccc(Cl)cc1C (stereo unspecified),-4.6
COc1c[nH]c(CN2C[C@H]3C[C@H](C2)[C@@H]2CCCC(=O)N2C3)cc1=O,-4.6

# Additional structures.
SMILES,mcGAS MS inh
CC1(C(=O)O)CCCC2(C)c3cc(O)ccc3CCC12 (stereo unspecified),-16.5
CN1CC2(CCN(c3nccc(N)n3)CC2)CC1C(=O)O (stereo unspecified),-18.3
NC(=O)CS(=O)C(c1ccccc1)c1ccccc1 (stereo unspecified),-10.3&6.6
Cn1cc[n+](C)c1P(=S)(c1ccccc1)c1ccccc1,-1.4
O=C(c1scc2c1CCCC2)N1C[C@H]2C[C@@H](C1)c1cccc(=O)n1C2,-17.5
C=Cn1ccnc1P(=S)(c1ccc(N(C)C)cc1)c1nccn1C=C,-7.7
O=[N+]([O-])c1cc(Cl)ccc1N1CCNCC1,-2.9
Nc1nc(N)nc(NC2CC2)n1,-5.7
Cn1cc(C(O)CN2CCCCC2)c2ccccc21 (stereo unspecified),-10.8
Cc1nnc(NC(=O)c2cccn(Cc3ccccc3C)c2=O)s1,-2.7
CC#CCN1CC=C(c2cnn(CCCC)c2)CC1,-2.6
C(=C\c1ccccc1)/CN1CCC2(CCNCC2)C1,-4.5
Cc1cc(CC(=O)NC2C3COCC2CN(CC2CC2)C3)on1 (stereo unspecified),-4.1
O=C(Cc1nc(-c2ccncc2)n[nH]1)N1CCCC2(CCNC2)C1 (stereo unspecified),-10.9
N#Cc1c(Cl)cccc1Cl,-5.9
CCOP(=O)(OCC)C1(C(=O)O)CCCC1,-17.7
CCCCCCCCCC1c2c(c3ccccc3oc2=O)OC(=N)C1C#N (stereo unspecified),1.5
CN(Cc1cnccn1)C(=O)Nc1ccc(C#N)c(C(F)(F)F)c1,-2.2
C[C@@H]1O[C@@H](O[C@@H]2C=C3CCC4C(CC[C@]5(C)[C@@H](c6ccc(=O)oc6)CC[C@]45O)[C@@]3(C)CC2)[C@H](O)[C@H](O)[C@H]1O (stereo partly specified),-4.0
COc1ccc(Cl)c2sc(N(CCN(C)C)C(=O)Cc3ccccc3)nc12,0.0
CC1(C)CC(Nc2nc(Cl)c(C#N)c(Cl)c2Cl)CC(C)(C)N1,1.5
Brc1cccc(C2CC(c3cccnc3)=Nc3nnnn32)c1 (stereo unspecified),-4.0
O=C(NCc1cnn2cccnc12)C1CC2(CCNCC2)CN1 (stereo unspecified),13.5
CCC1(c2cccc(O)c2)CCCCN(C)C1 (stereo unspecified),-1.4
CCCc1[nH][nH]c(=O)c1C1(O)C(=O)NC(=O)NC1=O,14.7
CCOP(=O)(OCC)C(NC(=O)OC)C(F)(F)F (stereo unspecified),51.4
CNC(C)c1nc2ccccc2c(=O)n1-c1ccccc1Cl (stereo unspecified),-4.3
O=C(CN1CCOCC1)c1ccc(O)cc1O,-6.2
Cc1cccc(OCC(=O)N2CCCN3CCC[C@H]3C2)c1C,-12.3
CC(C)n1cnc2c(C(=O)N[C@H]3CN4CCC3CC4)cc(Cl)cc21,-1.8

# A second format for part of the listing above.
compound: CCC1(c2cccc(O)c2)CCCCN(C)C1 (stereo unspecified)
  mcGAS MS inh = -1.4
compound: CCOP(=O)(OCC)C(NC(=O)OC)C(F)(F)F (stereo unspecified)
  mcGAS MS inh = 51.4

# Continuation:
SMILES,mcGAS MS inh
C[C@@H]1CN(C2CCC(C#N)(c3ccc(F)cc3)CC2)CC[C@]1(C(=O)O)c1ccccc1 (stereo partly specified),10.8
NS(=O)(=O)c1ccc(NC(=O)c2cccn(Cc3ccccc3Cl)c2=O)cc1,-7.8
COc1nc(NC(C)C)nc(NC(C)C)n1,-4.0
COc1ccc2c(c1)[C@]13CCCC[C@@H]1[C@H](C2)N(C)CC3,11.4&14.7
COc1cc(OC)c(OC)cc1C=NNP(=S)(c1ccccc1)c1ccccc1,-5.9
CCCCCCCC1c2c(c3ccccc3oc2=O)OC(=N)C1C#N (stereo unspecified),-18.0
Cc1cccc(Cn2cccc(C(=O)Nc3ccccc3C#N)c2=O)c1,-4.2
Cn1cnnc1CCC(=O)N1C[C@@H](c2ccccc2)[C@@H]2[C@H]1C1CCN2CC1,-8.1
O=C1NC(=O)C(C2CCS(=O)(=O)C2)C(=O)N1 (stereo unspecified),5.9
Cc1ccc(Cn2cccc(C(=O)Nc3cc(C)on3)c2=O)cc1,-5.5

# The list goes on (7 carried over from the part before).
SMILES,mcGAS MS inh
COc1ccc2c(c1)[C@]13CCCC[C@@H]1[C@H](C2)N(C)CC3,11.4&14.7
COc1cc(OC)c(OC)cc1C=NNP(=S)(c1ccccc1)c1ccccc1,-5.9
CCCCCCCC1c2c(c3ccccc3oc2=O)OC(=N)C1C#N (stereo unspecified),-18.0
Cc1cccc(Cn2cccc(C(=O)Nc3ccccc3C#N)c2=O)c1,-4.2
Cn1cnnc1CCC(=O)N1C[C@@H](c2ccccc2)[C@@H]2[C@H]1C1CCN2CC1,-8.1
O=C1NC(=O)C(C2CCS(=O)(=O)C2)C(=O)N1 (stereo unspecified),5.9
Cc1ccc(Cn2cccc(C(=O)Nc3cc(C)on3)c2=O)cc1,-5.5
CNc1ncc(CN(C)c2cc(OC)ncn2)cn1,-28.3
CN(C)CCN(C)CCc1ccc(Cl)c(Cl)c1,-7.2
CC(=O)c1cccc(CN2CCCC(C(=O)c3sccc3C)C2)c1 (stereo unspecified),6.6
Cc1ccc(C)c(Cn2cccc(C(=O)Nc3ccc(Cl)c([N+](=O)[O-])c3)c2=O)c1,-3.5
Cc1cc(NC(=O)c2cccn(Cc3ccccc3Cl)c2=O)c2ccccc2n1,-8.2
CN[C@@H]1C[C@@H](c2ccc(Cl)c(Cl)c2)c2ccccc21,0.9
CC1C(c2ccccc2)=NOC(C)(C(=O)c2ccc(Br)cc2)N1O (stereo unspecified),3.2
CCC(O)Cn1cc(C2=CCN(Cc3c(F)cc(F)cc3F)CC2)cn1 (stereo unspecified),-29.3
NC(=O)OCCCc1ccccc1,1.3
COCc1nc(N2C[C@H]3CNC[C@H]3C2)c2cnn(C)c2n1,-0.2
COc1ccc(Cc2c(O)[nH]c(=O)[nH]c2=O)c(OC)c1,-7.1
CCOC(=O)C1C(=N)Oc2n[nH]c(C)c2C12C(=O)N1c3c(cc(C)cc32)C(C)CC1(C)C (stereo unspecified),-8.9
CCOP(=S)(OCC)Oc1cc(C)nc(C(C)C)n1,1.5
CCC(CC)(CN)c1ccccc1,-5.9
CCC(C)C(=O)O[C@H]1[C@H](O)C2C(CN3CC(C)CCC3[C@@]2(C)O)C2C[C@]34O[C@]5(O)C(OC(=O)C(C)(O)CC)CC[C@@]3(C)C5C(OC(C)=O)[C@@H](OC(C)=O)C4[C@@]21O (stereo partly specified),-9.5
Cc1ccccc1Cn1cccc(C(=O)Nc2ccc(Cl)c([N+](=O)[O-])c2)c1=O,-0.9
CCN(CC)c1ccc(C=C2C(=O)NC(=O)NC2=O)cc1,-4.6
Cc1nnc(NC(=O)c2cccn(Cc3cccc(Cl)c3)c2=O)s1,-4.2
NC1CS(=O)(=O)C(Br)(Br)C1O (stereo unspecified),-3.4
c1ccc(OC[C@@H]2CCCN3CCCCC23)nc1 (stereo partly specified),1.7
CC(=O)Nc1cc(NCC(=O)Nc2ccc(C#N)c(Cl)c2)ccc1F,-0.9
NCC(N)C(=O)c1ccccc1 (stereo unspecified),8.0
COc1ccc(C2NCc3ccc4c(c3-n3cccc32)OCO4)cc1 (stereo unspecified),-34.2
O=C(NCNC(=O)NC1C(=O)NC(=O)N1CO)NC1C(=O)NC(=O)N1CO (stereo unspecified),-4.5
c1nc(N2CCNC3(CCCCC3)C2)c2c3c(sc2n1)CCC3,-11.9&-4.1
O=C(NC[C@H]1C[C@H]2C=C[C@H]1C21CC1)c1cn(C2CCCCC2)nn1,-10.7
